# High-throughput results: PubChem, Sanford-Burnham Center for Chemical Genomics
# UPR XBP1 act: activators of adaptive arm of unfolded protein response (XBP1) | CHO-XBP1 luciferase reporter, IRE1-XBP1 UPR activation, luminescence; percent of tunicamycin response, DMSO as zero | activation, % at 20 µM | hit rate 0.33% among 330,000 | AID 463104;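 active = versus positive control, 20 µM dose yields 30% or more activation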;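 also: 100% = tunicamycin at 10 µg/mL and 0% = DMSO only wells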
#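 Assay system: IRE1-XBP1 luciferase reporter CHO line. Input: 1000 cells/well. Buffer or medium: F12 with 10% serum. Doses: 20 µM, 1% DMSO. Times: overnight seeding at 37 °C, 6 h compound treatment at 37 °C. Technique: Steady-Glo luciferase glow luminescence, 10 min after reagent addition.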
# TIM10 inh: TIM10 yeast growth inhibition; S. cerevisiae TIM10 strain growth, BacTiter-Glo luminescence, 24 h; inhibition, % at 10 µM; hit rate 1.4% among 330,000;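 active = inhibition of 40% or more at the single tested concentration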;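 also: wild-type TIM10 isogenic control strain grown at permissive 25 °C; 0% = DMSO yeast wells and 100% = minimal medium wells without yeast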
# Mdm2-MdmX inh: human Mdm2/MdmX binding inhibition; O15151+Q00987; SaOS-2 split-luciferase Mdm2/MdmX complementation, luminescence; inhibition, % at 8 µM; hit rate 3% among 330,000;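 active = inhibition of at least 50% at 8 µM in the primary screen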
# Target sequence (O15151 whole entry, looked up): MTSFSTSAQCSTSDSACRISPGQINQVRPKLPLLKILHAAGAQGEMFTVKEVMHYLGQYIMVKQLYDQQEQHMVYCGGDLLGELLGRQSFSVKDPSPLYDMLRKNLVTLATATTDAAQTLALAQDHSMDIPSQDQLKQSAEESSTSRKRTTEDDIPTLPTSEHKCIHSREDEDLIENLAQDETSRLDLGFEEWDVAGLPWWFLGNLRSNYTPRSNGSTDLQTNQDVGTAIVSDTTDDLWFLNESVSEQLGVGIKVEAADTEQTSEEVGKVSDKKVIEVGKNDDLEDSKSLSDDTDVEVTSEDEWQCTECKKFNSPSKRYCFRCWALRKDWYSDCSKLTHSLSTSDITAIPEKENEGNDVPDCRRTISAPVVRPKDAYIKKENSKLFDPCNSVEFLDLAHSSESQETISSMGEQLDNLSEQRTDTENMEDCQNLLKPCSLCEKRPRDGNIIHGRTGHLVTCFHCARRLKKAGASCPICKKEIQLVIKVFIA
# Target sequence (Q00987 whole entry, looked up): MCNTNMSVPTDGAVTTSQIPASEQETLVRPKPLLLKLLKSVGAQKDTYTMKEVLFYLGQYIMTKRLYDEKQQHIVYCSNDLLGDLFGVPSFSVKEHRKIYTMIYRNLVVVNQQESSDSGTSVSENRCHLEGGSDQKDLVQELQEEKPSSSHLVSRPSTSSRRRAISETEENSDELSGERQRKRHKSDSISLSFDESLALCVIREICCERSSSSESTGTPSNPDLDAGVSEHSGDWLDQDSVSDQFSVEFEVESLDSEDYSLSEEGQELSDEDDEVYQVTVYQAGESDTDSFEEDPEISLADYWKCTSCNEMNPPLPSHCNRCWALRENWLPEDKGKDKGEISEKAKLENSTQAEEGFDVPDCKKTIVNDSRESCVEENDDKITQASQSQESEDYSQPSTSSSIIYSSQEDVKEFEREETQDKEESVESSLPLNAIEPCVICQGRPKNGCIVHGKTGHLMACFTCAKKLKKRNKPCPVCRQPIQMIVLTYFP
# APJ agonist: activates the human apelin receptor APJ; AID 2520; activation, % at 20 µM; CHO-K1 APJ PathHunter beta-arrestin, luminescence; 0% DMSO wells, 100% apelin; P35414; hit rate 0.11% among 330,000;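 active = activation more than six SD over the plate average, tested at 20 µM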;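 also: 0% = DMSO alone and 100% = apelin-13 at 10 nM; some results filed as inactive read as strong as hits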
#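 Assay system: engineered CHO-K1 APJ arrestin reporter cells; Amount: 1000 CHO-K1 reporter cells seeded per well; Dosing: one dose, 20 µM compound, 1% DMSO; Times: compound stimulation 90 min at 25 °C, detection 60 min; Measured by: luminescent beta-gal fragment complementation, chemiluminescent substrate; Read-out: APJ–arrestin association signal; Controls: DMSO vs Apelin-13 10 nM.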
# tim10-1 inh: tim10-1 yeast growth inhibition. S. cerevisiae tim10-1 ts strain growth, BacTiter-Glo, 24 h. inhibition, % at 20 µM. hit rate 2.2% among 330,000;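 active = inhibition of at least 40%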;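 also: mutant grown at 25 °C; 0% = DMSO wells with yeast and 100% = wells holding no yeast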
# APJ antagonist: antagonists of human APJ apelin receptor | inhibition, % at 20 µM | AID 2521 | P35414 | CHO-K1 APJ beta-arrestin complementation, luminescence | hit rate 0.32% among 330,000;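 active = inhibition above about 40% at 20 µM, limit read from the data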;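 also: cells challenged with 10 nM apelin-13 agonist together with compound; plate controls were apelin-13 plus DMSO wells for no effect and DMSO wells lacking apelin-13 for full effect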
# tim23-1 inh: tim23-1 yeast growth inhibition; hit rate 1.3% among 330,000; S. cerevisiae tim23-1 growth, BacTiter-Glo luminescence, 24 h; inhibition, % at 20 µM;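 active = growth inhibition of the mutant yeast at or above 50%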;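 also: temperature-sensitive mutant grown at 25 °C; plate controls were DMSO-treated mutant yeast for no effect and medium wells lacking yeast for full effect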
# CHOP UPR activ: apoptotic UPR (CHOP) activation | CHO-CHOP luciferase reporter, luminescence; percent of tunicamycin response over DMSO baseline | activation, % at 10 µM | hit rate 0.34% among 330,000 | AID 449763;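 active = at 10 µM dose, activation of 40% or more, normalized to positive control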;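 also: 100% = tunicamycin at 10 µg/mL and 0% = DMSO alone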
#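 System: CHO-CHOP luciferase reporter cell line; amount: 500 cells/well; buffer or medium: F12 medium containing 10% fetal bovine serum; incubation: 6 h compound exposure at 37 °C after overnight seeding; measured by: luciferase luminescence after 10 min with Steady-Glo reagent; evaluation: % reporter activation, DMSO baseline versus tunicamycin full activation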
# CXCR6 block: inhibitors of human CXCR6 receptor; hit rate 0.36% among 360,000; inhibition, % at 20 µM; CHO-K1 PathHunter CXCR6 beta-arrestin, luminescence; in the data active = inhibition above about 34%, passing the limit was not always enough;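 also: antagonist mode with CXCL16 agonist at 10 nM final; 0% = 10 nM CXCL16 with DMSO and 100% = unstimulated wells without agonist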
# Active calls of the source: *; · = not tested or not shown. This is a subset; rates above refer to the full screens.
cpd	SMILES	UPR XBP1 act	TIM10 inh	Mdm2-MdmX inh	APJ agonist	tim10-1 inh
1	CC(=O)c1ccc(OCC(=O)N(C)CC(=O)Nc2ccc(N3CCOCC3)cc2)cc1	-3	4	14	1	-12
2	O=C1CSC(c2ccccn2)N1c1ccc(Cl)c(Cl)c1 (configuration not stated)	2	-14	-5	-2	26
3	c1ccc2c(c1)CCN(c1ncnc3c1[nH]c1ccccc13)C2	7	26	38	11	28
4	COc1ccc(/C=C2\C(=O)c3ccccc3OC2c2ccccc2)cc1 (configuration not stated)	-3	19	37	0	15
5	COc1cccc(N2CCN(C(=O)CCNS(=O)(=O)c3ccc(F)c(F)c3)CC2)c1	-2	10	6	-1	7
6	COc1ccccc1OCC(=O)Nc1ccc(C(N)=O)cc1	1	11	0	-3	16
7	NNC(=O)c1cnn(-c2ccccc2)c1C(F)(F)F	2	15	11	0	17
8	Cc1cc(NS(=O)(=O)c2ccc(NC(=O)Cc3cccs3)cc2)no1	-1	10	14	-4	12

cpd	APJ antagonist	tim23-1 inh	CHOP UPR activ	CXCR6 block
1	14	-4	-2.6	0
2	5	12	-1.2	4
3	-10	48	6.9	-1
4	5	33	1.6	12
5	-18	16	-0.2	-15
6	17	-10	-0.3	-2
7	-19	18	3.0	4
8	17	-7	4.3	-3

# Further records
cpd	SMILES	UPR XBP1 act	TIM10 inh	Mdm2-MdmX inh	APJ agonist	tim10-1 inh
9	O=C(Nc1ccc(-c2cn3c(n2)SCC3)cc1)c1ccc2c(c1)OCO2	-3	22	17	0	-2
10	COCCSc1nnc(NC(=O)COc2ccc3c(c2)OCO3)s1	-6	11	7	-2	-10
11	O=C(NC1CCCCC1)N1CCCc2ccccc21	-3	-10	-8	-2	-9
12	COC(=O)[C@]1(CC(C)C)N[C@H](c2ccc(-c3cccc(Cl)c3)cc2)[C@@H]2C(=O)N(C)C(=O)[C@@H]21	-2	30	42	-3	35
13	CCOC(=O)N1CCC(NC(=O)c2ccc3snnc3c2)CC1	1	-9	21	-6	-1
14	COc1ccc(CCNC(=O)C23CN(Cc4ccccc4)CC2C(c2ccc([N+](=O)[O-])cc2)=NO3)cc1 (configuration not stated)	-1	14	12	0	21
15	O=C(Cn1ccc(NC(=O)OCc2ccccc2)nc1=O)NCc1ccc2c(c1)OCO2	0	-14	1	-4	2
16	CC(=O)Nc1ccc(S(=O)(=O)NC2CC(=O)N(c3cccc(F)c3)C2)cc1 (configuration not stated)	-2	-8	31	-1	2

cpd	APJ antagonist	tim23-1 inh	CHOP UPR activ	CXCR6 block
9	-1	-25	2.3	1
10	3	11	1.9	3
11	-1	-6	-0.3	-9
12	-32	28	0.3	4
13	-2	11	-1.4	-4
14	-7	20	-0.1	3
15	12	11	0.8	4
16	10	7	1.3	-1

# Continued.
cpd	SMILES	UPR XBP1 act	TIM10 inh	Mdm2-MdmX inh	APJ agonist	tim10-1 inh
17	CCn1c(=O)c([N+](=O)[O-])c(NCc2ccc3c(c2)OCO3)c2ccccc21	1	15	-13	-5	2
18	COc1cc(C(=O)N2CCN(c3ccccn3)CC2)cc(OC)c1OC	-3	0	-31	-1	-6
19	CC(C(=O)Nc1ccccc1)N(C)Cc1cccs1 (configuration not stated)	-1	3	8	-3	-11
20	CC(=O)Nc1ccc(S(=O)(=O)N(C)CC(=O)OCC(=O)N(C)c2ccccc2)cc1	-4	-2	15	-1	17
21	CCOC(=O)CCP(=O)(O)C(O)c1ccc(OC)cc1 (configuration not stated)	1	-23	-1	-2	1
22	CCOC(=O)/C(C#N)=C/Nc1cc(C(=O)OCC)cc2c(OC)c(OC)ccc12	20	4	19	-3	-16
23	Cc1cc(-n2c(C)c3c(C)nnc(C)c3c2C)ccc1N	-2	9	21	-1	4
24	Cc1ccc(C)c(-n2[nH]c3c4c(ccc3c2=O)C(=O)c2ccccc2C4=O)c1	-3	53*	14	6	26

cpd	APJ antagonist	tim23-1 inh	CHOP UPR activ	CXCR6 block
17	11	10	-0.3	12
18	14	9	0.7	-6
19	1	-5	0.9	10
20	11	-5	-1.6	4
21	-23	6	-2.1	1
22	15	-8	0.7	-3
23	11	1	2.0	·
24	-7	46	-1.5	22

# Further entries:
cpd	SMILES	UPR XBP1 act	TIM10 inh	Mdm2-MdmX inh	APJ agonist	tim10-1 inh
25	Cc1nnc(SCC(=O)N2CCN(C(=O)c3ccco3)CC2)n1-c1ccccc1	1	11	22	-3	4
26	Cc1cccc(NC(=O)c2cccc(S(=O)(=O)N(C)c3ccccc3)c2)n1	2	-8	14	0	-20
27	O=C(N/C(=C\c1cccc([N+](=O)[O-])c1)C(=O)N1CCOCC1)c1ccco1	1	0	6	-1	-1
28	O=C(c1cccs1)N1CCCC(c2ccccc2)C1 (configuration not stated)	0	-11	-21	5	-9
29	Nc1nc(NCc2ccco2)nc(Nc2ccccc2)c1[N+](=O)[O-]	2	17	16	0	11
30	O=C(COC(=O)c1cc(S(=O)(=O)N2CCOCC2)c(Cl)cc1Cl)c1ccc[nH]1	-1	10	33	-1	12
31	COc1ccc(CCNC(=O)c2cc3c(=O)n4ccccc4nc3n(C3CCCCC3)c2=N)cc1OC	3	12	58*	-8	29
32	COC(=O)c1c(C)[nH]c(C(=O)COC(=O)Cn2cc(C(F)(F)F)ccc2=O)c1C	2	2	19	-4	-4

cpd	APJ antagonist	tim23-1 inh	CHOP UPR activ	CXCR6 block
25	11	-7	2.9	0
26	7	24	1.1	-10
27	15	11	0.8	8
28	26	2	-1.2	4
29	3	9	-1.6	-4
30	-3	37	1.2	-17
31	18	7	-0.1	10
32	19	-3	-1.8	-3

# Single records (already shown). Order of values: UPR XBP1 act, TIM10 inh, Mdm2-MdmX inh, APJ agonist, tim10-1 inh, APJ antagonist, tim23-1 inh, CHOP UPR activ, CXCR6 block
# Cc1cccc(NC(=O)c2cccc(S(=O)(=O)N(C)c3ccccc3)c2)n1 is listed as 2, -8, 14, 0, -20, 7, 24, 1.1, -10
# COc1ccc(CCNC(=O)c2cc3c(=O)n4ccccc4nc3n(C3CCCCC3)c2=N)cc1OC is listed as 3, 12, 58*, -8, 29, 18, 7, -0.1, 10
# O=C(N/C(=C\c1cccc([N+](=O)[O-])c1)C(=O)N1CCOCC1)c1ccco1 is listed as 1, 0, 6, -1, -1, 15, 11, 0.8, 8
# Cc1nnc(SCC(=O)N2CCN(C(=O)c3ccco3)CC2)n1-c1ccccc1 is listed as 1, 11, 22, -3, 4, 11, -7, 2.9, 0

# Next section
cpd	SMILES	UPR XBP1 act	TIM10 inh	Mdm2-MdmX inh	APJ agonist	tim10-1 inh
33	O=C(CN1C(=O)CC(c2ccccc2)S(=O)(=O)c2ccccc21)N1CCOCC1 (configuration not stated)	1	-4	-6	-1	7
34	Cc1ccc(S(=O)(=O)N2CCCCC2)cc1NC(=O)COC(=O)c1cc[n+]([O-])cc1	0	12	4	-3	13
35	CN1CCN(NC(=O)Nc2ccc(Br)cc2Cl)CC1	-5	3	16	3	-7
36	O=C(NCCN1CCN(C(=O)c2cccs2)CC1)c1cccs1	-1	-3	21	-2	0
37	O=C(CSc1n[nH]c(-c2ccco2)n1)Nc1ccc(Br)cc1	-3	-9	24	3	6
38	CCCCNC(=O)CCSc1nc2nc(C)cc(C)n2n1	5	6	-22	-1	12
39	C/C(=N/NC(=O)c1ccc(C)s1)c1cccc(NC(=O)COc2ccc(Cl)cc2Cl)c1	7	-19	48	1	0
40	Cc1cc(C)c(-c2cc(C(=O)Nc3c(C)n(C)n(-c4ccccc4)c3=O)[nH]n2)c(O)c1	2	-6	-16	-3	5

cpd	APJ antagonist	tim23-1 inh	CHOP UPR activ	CXCR6 block
33	5	5	2.2	·
34	6	5	-1.9	-7
35	0	-4	2.3	-10
36	4	10	-2.1	-5
37	-2	18	-2.7	-4
38	-8	-9	-0.3	-2
39	8	-5	7.7	·
40	-2	-4	-0.5	8

# (continued)
cpd	SMILES	UPR XBP1 act	TIM10 inh	Mdm2-MdmX inh	APJ agonist	tim10-1 inh
41	CCc1ccccc1N/C(=N\S(=O)(=O)c1ccccc1)C(F)(F)F	0	12	5	-2	19
42	CN(C)S(=O)(=O)c1ccc(Cl)c(C(=O)NCC2CCCCC2)c1	-5	-8	-20	-1	17
43	CCn1ccnc1CN(C)Cc1cn(-c2cc(C)ccc2C)nc1-c1ccccc1	4	27	15	0	42*
44	O=C(Nc1ccccc1)C1CCN(C(=O)c2ccc(Br)cc2)CC1	-4	0	5	-7	6
45	Cc1ccc(S(=O)(=O)NCC(=O)OCC(=O)N(CCC#N)c2ccccc2)cc1	-1	-4	1	-1	1
46	CC(NC(=O)C(=O)NN=C1CCCC1)c1ccccc1 (configuration not stated)	-1	-20	15	-4	-13
47	CCOc1ccc(NC(=O)NCCN2CCN(c3ccccc3F)CC2)cc1	-2	-4	-11	-3	27
48	Nc1nc(N(Cc2ccccc2)Cc2ccccc2)nc(C(F)(F)F)n1	0	2	15	-6	11

cpd	APJ antagonist	tim23-1 inh	CHOP UPR activ	CXCR6 block
41	2	8	-2.2	-10
42	9	19	-0.6	3
43	-24	31	-0.3	12
44	-3	16	1.5	8
45	10	12	-0.1	3
46	0	0	2.1	8
47	1	20	-0.1	-2
48	13	9	0.8	15

# (further entries)
cpd	SMILES	UPR XBP1 act	TIM10 inh	Mdm2-MdmX inh	APJ agonist	tim10-1 inh
49	O=C(CSc1cccc[n+]1[O-])c1ccc(Cl)s1	-2	-21	13	-2	9
50	CCCC(=O)N1CCN(c2ccc(NC(=O)C(C)(C)C)cc2)CC1	-6	-8	-17	-4	2
51	CC1(C)NC(=O)N(CC(=O)OCC(=O)c2ccc(Cl)s2)C1=O	-1	-12	-20	-3	4
52	CCOc1ccc2ncc(S(=O)(=O)c3ccccc3)c(N3CCN(c4ccccc4)CC3)c2c1	1	7	29	-7	23
53	Cn1nnnc1SCC(=O)NCc1ccc2c(c1)OCO2	1	-2	-3	2	3
54	Cc1cc(C)nc(SCC(=O)N2CCCCC2)n1	-1	2	4	-1	6
55	CC1Sc2ccc(C(=O)NCc3cccc(C(F)(F)F)c3)cc2NC1=O (configuration not stated)	18	-17	19	-2	-7
56	CC(=O)c1cc(CN2CCN(C(C)C)C(CCO)C2)cs1 (configuration not stated)	-2	-3	-1	-3	3
57	CN1/C(=N\O)c2cccc3cccc1c23	-2	0	27	6	25
58	COCCNC(=O)Cn1nc(-c2ccccc2C)ccc1=O	-1	-6	17	-1	-1
59	COc1c(F)c(F)c(C(=O)Nc2c(C)cc(Br)cc2C)c(F)c1F	-2	8	-6	-3	15

cpd	APJ antagonist	tim23-1 inh	CHOP UPR activ	CXCR6 block
49	9	13	0.9	6
50	2	-1	-4.3	-4
51	15	11	-0.6	5
52	20	5	4.5	6
53	12	0	-2.6	-2
54	8	11	-1.6	-4
55	-69	5	-1.5	-5
56	18	9	-0.4	0
57	-15	1	2.2	-19
58	4	-10	3.6	-1
59	-2	3	0.5	-5
